Screens deposited in PubChem by several laboratories.
PERK inh: block of dimerizer-induced PERK translation repression, primary screen, PERK inhibitor project, CHO PERK-DD cells, SEAP luminescence, HTS; Eukaryotic translation initiation factor 2-alpha kinase 3 (Homo sapiens), Q9NZJ5; CHO PERK-DD fusion, SEAP luminescence translation reporter; inhibition, % at 5.6 µM; hit rate 0.17% among 220,000;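 active = inhibition above the mean inhibition of all tested compounds plus 3 SD, set separately per screening campaign, cut at about 2.9% in these data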;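 note: PERK kinase domain activated by AP20187 dimerizer at 100 nM; 0% = DMSO with dimerizer and 100% = rapamycin at 8.4 µM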
EP2 mod: EP2 receptor modulators, cAMP readout, primary screen, cell-based, HTRF cAMP, PGE2 stimulation. Prostaglandin E2 receptor EP2 subtype (Homo sapiens), P43116. EP2-expressing cells, cAMP HTRF FRET, PGE2 co-stimulation. induction, % at 25 µM. hit rate 0.83% among 260,000;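 active = compounds whose cAMP rise, as percent of the full-agonist control response, exceeds 60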;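 note: rat C6 glioma line stably carrying human EP2 under a CMV promoter; the protocol text gives 20 µM as final concentration; 100% = response of wells given 1 µM PGE2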
Hck-Nef inh: inhibitors of Nef-activated human Hck kinase, primary screen, biochemical, Z-Lyte FRET, 384-well, Hck-YEEI | Tyrosine-protein kinase HCK (Homo sapiens), P08631 | Recombinant Hck-YEEI plus Nef, Z-Lyte FRET kinase assay | inhibition, % at 20 µM | hit rate 0.68% among 220,000 | AID 463187, 2010;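 active = Hck-Nef kinase inhibition above about 50%, limit read from the data; inactive = inhibition below that limit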;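 note: 0% = DMSO with Hck plus Nef and 100% = Hck alone without Nef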
Target sequence (P08631 whole entry, looked up): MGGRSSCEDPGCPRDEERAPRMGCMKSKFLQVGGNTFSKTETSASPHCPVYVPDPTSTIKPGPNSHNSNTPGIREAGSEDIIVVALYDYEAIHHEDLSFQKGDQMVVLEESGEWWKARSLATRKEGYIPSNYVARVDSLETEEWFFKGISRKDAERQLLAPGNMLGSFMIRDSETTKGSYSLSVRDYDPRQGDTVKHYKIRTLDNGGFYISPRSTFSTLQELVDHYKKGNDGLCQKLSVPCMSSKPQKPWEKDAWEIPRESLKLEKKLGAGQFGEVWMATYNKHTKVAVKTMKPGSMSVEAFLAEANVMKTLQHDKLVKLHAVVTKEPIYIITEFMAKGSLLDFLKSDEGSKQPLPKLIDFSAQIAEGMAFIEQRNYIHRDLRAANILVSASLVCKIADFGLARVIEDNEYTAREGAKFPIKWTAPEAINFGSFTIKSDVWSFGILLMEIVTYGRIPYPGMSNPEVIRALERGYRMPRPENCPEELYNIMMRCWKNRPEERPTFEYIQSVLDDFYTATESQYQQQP
Runt-CBFb FRET: inhibitors of RUNX1 Runt–CBFb binding, primary screen, biochemical, FRET, Cerulean-Runt, Venus-CBFb, uHTS | inhibition, % at 20 µM | Cerulean-Runt/Venus-CBFb FRET ratio 530/480, 1 h | AID 1496, 2009 | hit rate 0.46% among 220,000;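 active = inhibition over about 50% at 20 µM in the single-dose screen, limit read from the data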;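 note: 0% = DMSO wells and 100% = excess unlabeled CBFb competitor control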
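test system = Cerulean-tagged RUNX1 Runt domain (FRET donor) fusion protein | reagent = Venus-CBFb binding partner, 100 nM | incubation = protein complex preformed 1 h, compound exposure 1 h, room temperature, dark | detection = FRET fluorescence | read-out basis = loss of energy transfer signal | controls = 5 µM unlabeled CBFb as full-inhibition high control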
EP2 antag: human EP2 receptor antagonists, primary screen, TR-FRET cAMP, C6 glioma cells. inhibition, % at 25 µM. C6 glioma cells expressing human EP2; cells stimulated with saturating PGE2. hit rate 0.52% among 260,000;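 active = percent inhibition above 40 after rounding to a whole number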;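 note: rat C6 glioma host cells with rolipram phosphodiesterase inhibitor present; the protocol text gives 20 µM as final concentration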
zVAD death inh: inhibitors of zVAD-triggered necroptosis, primary screen, L929 cells; L929 zVAD necroptosis rescue, ATP luminescence, 24 h; with zVAD 60 µM; viability rescue, % at 10 µM; hit rate 0.38% among 220,000; AID 1377, 2008;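 active = activation, scaled between plate controls, above about 75%, limit read from the data; inactive = activation under that limit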;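 note: 0% = zVAD with DMSO and 100% = DMSO alone without zVAD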
RBBP9 inhibitor: human RBBP9 inhibitors, primary screen, biochemical, fluorescence polarization, FP-Rh probe, HTS. recombinant RBBP9. inhibition, % at 7.94 µM. hit rate 0.2% among 220,000. Serine hydrolase RBBP9 (Homo sapiens), O75884;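 active = inhibition above the campaign mean of all tested compounds plus 3 SD, cut at about 14% in these data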;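 note: plate controls were DMSO wells with RBBP9 for no effect and wells lacking RBBP9 protein for full effect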
Target sequence (O75884 whole entry, looked up): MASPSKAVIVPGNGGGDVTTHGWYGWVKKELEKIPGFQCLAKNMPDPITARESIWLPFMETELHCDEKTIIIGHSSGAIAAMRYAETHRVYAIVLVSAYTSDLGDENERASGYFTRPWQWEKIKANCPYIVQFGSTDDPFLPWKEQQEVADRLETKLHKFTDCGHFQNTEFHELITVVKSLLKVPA
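Test system – recombinant human RBBP9 · Input – RBBP9 2.5 µM in dispensing solution, pre-mixing · Medium – Tris buffer pH 8.0, NaCl, Pluronic · Schedule – preincubation 30 min plus labeling 45 min at 25 °C · Measured by – fluorescence polarization · Measure – % inhibition · Controls – DMSO and no-protein wells · Replicates – one well per compound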
Runt-SMMHC FRET: inhibitors of RUNX1 Runt–CBFb-SMMHC binding, primary screen, biochemical, FRET, Cerulean-Runt, Venus-CBFb-SMMHC, uHTS. hit rate 0.74% among 220,000. Cerulean-Runt/Venus-CBFb-SMMHC FRET ratio 530/480, 1 h. inhibition, % at 20 µM. AID 1434, 2008;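 active = mean inhibition across duplicate retests at 20 µM reaching about 50%, limit read from the data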;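 note: 0% = DMSO wells and 100% = wells with excess untagged CBFb-SMMHC; inhibitors lower the FRET ratio by blocking Runt binding to CBFb-SMMHC; some results filed as inactive read as strong as hits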
TNF death inh: inhibitors of TNF-alpha triggered necroptosis, primary screen, cell-based, Jurkat FADD-/-, single concentration. Jurkat FADD-/- TNF necroptosis rescue, ATP luminescence, 24 h; 0 = TNF only, 100 = no-TNF cells. activation (protection from cell death), % at 10 µM. hit rate 0.068% among 220,000. AID 463075, 2010;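 active = activation, meaning protection from cell death, of at least 50% relative to plate controls; inactive = activation below 50%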;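 note: necroptosis triggered by 40 ng/mL TNF-alpha added together with compound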
* hit, by the source's call; . = no result given; & = joins results of further samples.

The line under a structure holds: PERK inh	EP2 mod	EP2 antag	zVAD death inh	Runt-CBFb FRET	Hck-Nef inh	TNF death inh	Runt-SMMHC FRET	RBBP9 inhibitor
COC(=O)c1ccc(C2/C(=C(/O)c3ccc(OC(C)C)cc3)C(=O)C(=O)N2c2cc(C)on2)cc1 (stereo not drawn)
→ 0.8	35	17	0.4	-5	-1	0.7	5	-3
CN(c1ccccc1C(=O)Nc1cccc(Cl)c1Cl)S(C)(=O)=O
→ -1.6	-15	12	0.2	-1	-1	-0.2	-1	-7
O=C(NCc1ccccc1Cl)c1ccc(CSc2nc3ccncc3[nH]2)cc1
→ -0.5	-37	7	1.5	-1	-28	-2.6	1	-5
Cc1ccc(-n2c(SCC(=O)N3CCOCC3)nnc2-c2ccncc2)cc1C
→ 1.1	1	5	-0.2	1	20	1.1	0	0
Cc1c(Br)c([N+](=O)[O-])nn1C(C)C(=O)Nc1c(C)n(C)n(-c2ccccc2)c1=O (stereo not drawn)
→ -0.6	21	5	-0.3	-3	-2	-2.3	-2	1
Cc1ccc2nc(SCc3nnc(-c4ccccc4[N+](=O)[O-])o3)c(C#N)cc2c1
→ 0.2	-24	5	-0.6	.	-1	0.8	-2	-8
CCCNC(=O)Nc1cc(S(=O)(=O)CC)ccc1O
→ 0.4	-22	2	-0.4	4	24	0.8	-1	0
CCOC(=O)Cn1nc(C)c(NC(=O)COc2ccc(OC)cc2)c1C
→ 0.8	20	5	-0.5	1	20	0.7	4	7
Nc1nc(CSCCO)nc(Nc2ccc(F)cc2)n1
→ 0.7	-41	6	0.0	0	-2	-0.7	4	-1
Cc1cccc(NC(=O)c2cc(S(=O)(=O)NCc3ccco3)ccc2F)c1C
→ 0.1	22	6	0.0	-1	0	3.5	1	-3
Cc1ccc(C)c(NC(=O)CCC(=O)NNC(=O)C(c2ccccc2)c2ccccc2)c1
→ -0.1	13	4	0.9	.	1	-0.7	-3	-8
CC(C)NCc1cccc([N+](=O)[O-])c1
→ 0.8	9	6	0.1	1	1	2.3	0	-3
CCOC(=O)CSc1nnc([C@H](CC(C)C)NC(=O)OC(C)(C)C)o1
→ 0.8	12	3	0.7	-4	-1	-0.7	-1	-10
CC(=O)c1ccc(N2CCN(S(=O)(=O)c3c(C)[nH]c(=O)[nH]c3=O)CC2)cc1
→ 0.0	11	3	-0.6	2	26	-0.4	3	-6
CN1c2ccccc2-c2nc3ccccc3n2C1c1ccco1 (stereo not drawn)
→ -1.2	-33	7	0.4	3	9	-1.6	8	-1
Cc1cc(C)cc(C(=O)NCC(=O)OCC(=O)NCC(F)(F)F)c1
→ 0.3	11	3	1.2	0	-21	0.6	1	-4
COc1cc(/C=N/Nc2ccc(C)cc2)cc(Br)c1O
→ 1.3	12	5	1.1	6	26	-1.4	2	0
COCCCNCC(O)COc1cccc2[nH]c(C)cc12 (stereo not drawn)
→ 0.4	1	3	0.3	-1	15	1.2	-1	-4
O=C(OCc1ccccc1)N1CCCC1/C=C/CN1CCOCC1 (stereo not drawn)
→ 0.5	-15	4	-0.2	-2	19	0.4	-1	5
Cc1ccccc1NC(=O)c1cc2c(C)nc3ccccc3c2o1
→ -0.8	-67	7	-0.6	-4	6	-0.4	-2	-8
CCCn1c(=S)[nH]c2cc(C(=O)N3CCN(c4ccccc4OC)CC3)ccc2c1=O
→ -0.1	9	12	0.5	-5	-11	-5.5	3	1
CC(=O)c1ccc(N2CCN(C(=O)c3ccc4c(Cl)c5c(nc4c3)CCCC5)CC2)cc1
→ 0.5	-19	7	18	-3	16	-1.6	-8	0
CC(C)COC(=O)c1cccc2c1-c1ccccc1/C2=N\O
→ 0.9	63*	.	-0.1	-1	5	-1.0	6	-22
CC(=O)Nc1ccc(Nc2ccc(S(=O)(=O)C(F)(F)F)cc2[N+](=O)[O-])cc1
→ 0.5	0	9	-0.6	-3	-1	-2.6	-4	1
Cn1nc(CC(=O)NCCN2C(=O)CSC2=O)c2ccccc2c1=O
→ -0.6	16	10	0.7	-2	0	0.0	-5	-4
COCCn1c(=NC(=O)c2ccc3c(c2)OCCO3)sc2cc(S(N)(=O)=O)ccc21
→ 1.9	21	5	-0.1	-1	9	0.5	-4	-1
CCOC(=O)C1(CCOc2ccccc2)CCN(Cc2cccs2)CC1
→ 0.3	-1	-1	-1.1	-1	1	-0.5	0	-8
COc1cc(NC(=O)CS(=O)(=O)c2ccccc2)cc(OC)c1OC
→ -0.3	-3	19	.	0	-9	0.1	1	-9
CCC(C)(C)c1ccc(OCCCC[n+]2ccccc2)c(C(C)(C)CC)c1
→ 0.9	-13	9	1.1	-4	12	-13	-3	-8
CCOC(=O)C(=O)NCc1ccc(/C=C2/N=C(C)C(C(=O)OCC)=C2O)o1
→ 1.0	5	11	4.2	18	29	-0.7	-9	-5
Cc1ccc(C(NC(=O)NCCCN2CCOCC2)=C(Cl)Cl)cc1F
→ 0.3	-13	12	0.4	2	0	-16	-1	-2
Cc1cc(N)c2ccccc2n1
→ 0.3	-15	8	13	0	16	1.4	-2	5
O=C(Cn1cc(/C=N/NC(=O)c2cccc(C(F)(F)F)c2)c2ccccc21)Nc1ccc(F)cc1
→ 1.0	-27	14	2.1	-3	3	-2.6	-1	0
Cc1c(-n2c(O)c(C3=c4ccccc4=NC3=O)sc2=S)c(=O)n(-c2ccccc2)n1C
→ 0.5	-21	-1	1.1	12	100*	0.7	0	0
Cn1nc([N+](=O)[O-])nc1Oc1ccccc1
→ 1.1	7	5	0.5	2	1	28	-4	-3
Cc1cc(C)c(C(=O)COc2cccnc2[N+](=O)[O-])cc1C
→ -0.9	0	14	0.3	11	0	-11	0	7
COc1ccc2c(c1OC)C(=O)OC2Nc1ccccc1S(=O)(=O)C(F)F (stereo not drawn)
→ 0.2	14	9	3.1	-3	-5	3.6	0	-3
CC1SC(c2ccc(Cl)cc2Cl)NC1=O (stereo not drawn)
→ 0.4	18	12	-0.8	-2	9	-1.4	4	-5
CCOC(=O)c1cc(C)nc(Sc2ccc(C)cc2)c1C#N
→ 1.5	52	4	1.9	-1	14	-9.1	-4	-8
CC(C)(Sc1cc(C(C)(C)C)c(O)c(C(C)(C)C)c1)Sc1cc(C(C)(C)C)c(O)c(C(C)(C)C)c1
→ 0.2	-5&-5	12&11	2.5	0	-3	1.6	3	-4
CCOC(=O)COc1c(OC)cc(Cl)cc1C1Nc2ccccc2C(=O)N1c1ccc(F)cc1 (stereo not drawn)
→ -1.7	37	6	0.1	-2	1	-3.9	0	-10
O=C(Nc1cccnc1Cl)c1noc2c1CCc1ccccc1-2
→ 0.6	-4	4	1.9	0	-4	0.6	-6	-4
CCOC(=O)C1CCCN(c2c(NCCCN(CC)c3cccc(C)c3)c(=O)c2=O)C1 (stereo not drawn)
→ -0.9	6	14	-0.5	3	0	-1.1	1	-3
CC(C)(C)c1ccc(C2C3=C(CCCC3=O)NC3=C2C(=O)c2ccccc23)cc1 (stereo not drawn)
→ -0.6	9	19	0.1	.	1	-3.5	3	-1
CCOC(=O)C1(CCOc2ccccc2)CCN(Cc2nccn2CC)CC1
→ 1.1	-21	4	-0.7	-2	0	1.2	0	-6
O=C(CSc1nc2ccccc2c(=O)[nH]1)N1CCN(S(=O)(=O)c2ccccc2)CC1
→ 0.4	23	8	-0.4	-1	-1	-2.5	0	-2
Cc1cc(C)c(NC(=O)c2ccccc2N(C)S(C)(=O)=O)c(C)c1
→ 0.5	-20	8	-0.6	1	2	-0.4	-3	-7
COC(=O)C1=C(C(=O)OC)[C@@H]2N(C)c3ccccc3[C@@]23C[C@@H](C(=O)OC)N=C3N1
→ .	4	6	-0.1	2	26	0.3	3	.
CC(=O)c1ccc2c(c1)OCCOCCOc1ccc(C(C)=O)cc1OCCOCCO2
→ -1.0	-2	9	0.0	0	12	1.8	1	-10
Cc1ccc(C(=O)N(Cc2nc(-c3ccc(C)cc3)no2)C(C)C)cc1
→ 0.5	5	0	1.3	-1	0	-0.7	0	-4
Cc1ccc(C)n1-n1cnc2sc3c(c2c1=O)CCC3
→ 0.6	27	7	1.2	-1	3	-0.8	5	-4
N#Cc1c(NC(=O)C2CC=CCC2C(=O)O)sc2c1CCCCCC2 (stereo not drawn)
→ 0.7	2	3	3.0	0	3	0.7	-2	2
COc1ccc(C2(O)CCN(CCCCOc3ccccc3)CC2)cc1
→ -0.9	0	14	0.0	1	-3	3.4	-1	-6

This is a subset; count on the stated rates, not on these rows.
